Compound activity deposited in PubChem BioAssay by several laboratories.
RT RNaseH block: HIV-1 RT RNase H inhibitors, primary screen, biochemical, fluorescence; inhibition, % at 10 µM; actives 1.9% (n = 65,000); Gag-Pol polyprotein (Human immunodeficiency virus type 1 group M subtype B (isolate …; AID 565, 2006; RT-RNase H RNA/DNA duplex cleavage; in the data active means inhibition above about 50%
RmlC RmlD mix: RmlC and RmlD coupled enzyme inhibitors, primary screen, biochemical, 384-well, compound mixtures, retest | RmlC/RmlD coupled enzyme inhibition, 384-well mixture HTS | inhibition, % at 5.5 µM | actives 0.39% (n = 110,000) | AID 1532, 2009; in the data active means inhibition above about 30%, passing the limit was not always enough; inconclusive means no clear call, values can overlap the other calls; further: strong numbers were not always called active
An asterisk follows results filed as active; ? = inconclusive; / = no result given.

Each structure is followed by: RT RNaseH block | RmlC RmlD mix
- O=C1SC(SCc2ccccc2)=N/C1=C\c1ccco1
    -48 | -5
- CCN(CC)c1ccc(NC(=O)CSc2nc3ccccc3c(=O)[nH]2)cc1
    -10 | -6
- N#CC1=C(SCC(=O)Nc2nccs2)NC(=O)CC1c1ccccc1 (stereo unspecified)
    / | 23
- COc1cc2c(C)nc(C)c(C#N)c2cc1OC
    -22 | 7
- CC(=O)C1=C(O)C(=O)N(c2ccc(S(N)(=O)=O)cc2)C1c1ccccc1F (stereo unspecified)
    -8 | 0
- Cc1c(C(=O)Nc2ccncc2)oc2c1C(=O)CC(C)(C)C2
    3 | -2
- Cc1ccc(S(=O)(=O)NC2=NCN(Cc3cccnc3)CN2)cc1
    0 | 4
- Clc1ccccc1CSC1=NCCCN1
    / | 7
- Nc1scc(-c2ccncc2)c1Cl
    -13 | 45
- CC(C)(C)OC(=O)N1CCC(C(=O)N2CCCCCC2)CC1
    1 | 6
- O=C(Nc1ccc(N2CCCCC2)c(C(=O)O)c1)c1ccco1
    -15 | 5
- COc1ccc(-n2cnc3cc(NS(=O)(=O)c4ccccc4)ccc32)cc1
    / | 19
- COc1ccc(C2CC(c3cccc(C)c3)n3ncnc3N2)cc1 (stereo unspecified)
    -10 | 8
- CCCCOc1ccc(C(=O)N2CCCC2)cc1
    / | -13
- Brc1c(CSc2nc3ccccc3o2)nc2ncccn12
    -32 | 16
- O=C(CN1CCOCC1)Nc1ccccc1Cl
    / | 38
- CN(C)C(=O)c1c2c(nc3ccccc13)-c1ccccc1CC2
    / | 11
- Cc1nn(Cc2ccccc2Cl)c(Cl)c1/C=C/C(=O)OCC(=O)NC(N)=O
    / | 6
- O=C(c1ccccc1)N1CC(COc2ccccc2)OC(c2cccnc2)O1 (stereo unspecified)
    -71 | -15
- O=C(NCCc1ccncc1)Nc1ccccc1
    -8 | -22
- Nc1nc(CN2CCN(Cc3ccccc3)CC2)nc(Nc2ccccc2)n1
    / | 8
- COC(=O)CSc1nc2sc(C)c(C)c2c(=O)n1C
    -1 | 11
- Cc1ccc(Cl)cc1Nc1nc(-c2sc(NC(=O)c3ccccc3)nc2C)cs1
    / | 5
- C=CCO/N=C(/C)c1c(O)c(CC)c(-c2ccccc2)n(-c2ccccc2)c1=O
    / | 7
- Cc1[nH]nc(Nc2ccccc2)c1[N+](=O)[O-]
    / | -6
- COc1ccccc1-c1c(C)c(C)nc(N)c1C#N
    29 | 14
- CC(=O)Oc1c2occc2cc2ccc(=O)oc12
    -12 | -19
- Cc1ccc(Cn2cccc2C2=NC(C)CO2)cc1 (stereo unspecified)
    / | -10
- CCn1c(SCC(N)=O)nnc1-c1ccc2[nH]c(C)c(C)c2c1
    -5 | 47
- Cn1c(=O)c2c(nc(NCCCO)n2Cc2cccc(C(F)(F)F)c2)n(C)c1=O
    5 | 13
- COC(=O)c1nnn(CC(=O)Nc2cccc(Cl)c2C)c1C(=O)OC
    -4 | -19
- CCC(=O)c1ccc2c(c1)N(CCCN(C)C)c1ccccc1S2
    / | 28
- Cc1ccc(-c2noc(CN(C(=O)C34CC5CC(CC(C5)C3)C4)C(C)C)n2)cc1
    -9 | -6
- CCc1nnc(SCC(=O)Nc2ccccc2)nc1CC
    -46 | 8
- Cc1cccc(N(C)C(=O)c2cc3cc4ccc(C)cc4nc3o2)c1
    -5 | 7
- CC(=O)c1cccc(NC(=O)c2ccc(N(Cc3ccccc3)S(C)(=O)=O)cc2)c1
    / | 3
- COc1cccc(N(C(=O)CNC(=O)c2ccco2)C(C(=O)NC2CCCC2)c2ccncc2)c1 (stereo unspecified)
    3 | -7
- Cc1cccc(NC(=S)N(CCc2nc3cc(C)c(C)cc3[nH]2)Cc2cccnc2)c1
    / | 4
- COC(=O)CSc1nc(N2CCCCC2)c2c(c1C#N)CCCC2
    -13 | -9
- COc1cccc(NC2=NC3(CCCCC3)N=C(N)N2)c1
    -4 | -10
- O=C(c1ccc(C(=O)N2CCN(c3ccccc3F)CC2)nc1)N1CCN(c2ccccc2F)CC1
    -3 | /
- COc1ccccc1N1CCN(C(=O)CCn2c(=O)[nH]c3ccccc3c2=O)CC1
    / | 4
- CCOC(=O)Nc1ccc2c(c1)N(C(=O)CCN1CCN(CCO)CC1)c1ccccc1S2
    / | 13
- CC(C)C(=O)Nc1cccc(S(=O)(=O)c2cccc(NC(=O)C(C)C)c2)c1
    / | 3
- Cc1cccc(OCC(=O)Nc2ccccc2N2CCCCC2)c1
    -61 | 2
- c1ccc(Nc2cc(-c3ccccc3)nc3ncnn23)cc1
    1 | 2
- CCOC(=O)c1cc2c(ccn2C)n1Cc1ccccc1C
    3 | /
- O=C(Nc1cnccn1)c1cccc(C(F)(F)F)c1
    6 | -5
- CCOC(=O)C1=C(C)Nc2ncnn2C1c1cc(Br)ccc1F (stereo unspecified)
    -31 | 5
- O=C(NCCCN1CCCC1=O)c1ccc2c(c1)NC(=O)C(N1CCOCC1)S2 (stereo unspecified)
    -6 | /
- CCOc1cc2[nH]c(=O)n(CCc3ccc(OC)c(OC)c3)c(=O)c2cc1OCC
    -1 | 6
- CCC(=O)N1CCc2cc(Br)cc(S(=O)(=O)NCCN3CCCCC3CC)c21 (stereo unspecified)
    -3 | 9
- Cc1ccc(OCC(=O)O/N=C(\N)Cc2ccc(Cl)cc2)cc1
    / | 7
- CCOC(=O)C(Cc1ccccc1)NS(=O)(=O)c1ccc(NC(C)=O)cc1 (stereo unspecified)
    4 | 9
- CCOc1ccc(/C(O)=C2/C(=O)C(=O)N(CC3CCCO3)C2c2ccco2)cc1 (stereo unspecified)
    / | 15
- COc1ccc(C2CC(c3cccs3)=NN2S(=O)(=O)c2ccc(C)cc2)cc1 (stereo unspecified)
    / | -8
- COCCNC(=O)CSc1nc2cc(OC)c(OC)cc2c(=O)n1Cc1ccco1
    -19 | 6
- O=C(c1ccco1)N1CCN(C(=O)c2nn3cccnc3c2Cl)CC1
    / | -4
- COc1ccc(OC)c(NC(=O)C2CCN(S(=O)(=O)c3c(C)noc3C)CC2)c1
    -1 | 7
- Cn1c(CN2CCCCC2)nc2cc(NC(=O)c3ccccc3Cl)ccc21
    / | 10

Two entries from above, reformatted:
mol: O=C(NCCCN1CCCC1=O)c1ccc2c(c1)NC(=O)C(N1CCOCC1)S2 (stereo unspecified)
  RT RNaseH block: -6; RmlC RmlD mix: /
mol: COC(=O)CSc1nc2sc(C)c(C)c2c(=O)n1C
  RT RNaseH block: -1; RmlC RmlD mix: 11

A few values from the list.
RmlC RmlD mix with O=C(c1ccco1)N1CCN(C(=O)c2nn3cccnc3c2Cl)CC1 stands at -4
RT RNaseH block with COc1cccc(NC2=NC3(CCCCC3)N=C(N)N2)c1 stands at -4

More structures follow.
Each structure is followed by: RT RNaseH block | RmlC RmlD mix
- COC(=O)C1=COC(C)C2CN3CCC4(C(=O)Nc5ccccc54)C3CC12 (stereo unspecified)
    / | 6
- CS(=O)(=O)Nc1ccc(C(=O)Nc2ccccc2C(=O)N2CCCC2)cc1
    -4 | 11
- O=C(CCCOc1ccccc1)NCc1ccco1
    / | ?
- O=C(c1cc(=O)[nH]c2ccc(Br)cc12)N1CCC2(CC1)OCCO2
    1 | ?
- CCCCCCc1nc2c(=O)[nH]c3ccccc3c2o1
    15 | -31
- Cc1cc([N+](=O)[O-])ccc1NCc1cccc2ccccc12
    / | -13
- Nc1nc2nc(-c3ccc(Cl)cc3)cc(C(F)(F)F)n2n1
    / | 86
- CC(C)(C)C(=O)c1sc(Nc2ccccc2)nc1N
    -60 | -2
- COc1ccccc1N1CCN(C(=O)c2cc(-c3ccc4c(c3)OCO4)on2)CC1
    1 | 2
- CC(C)Oc1ccc(Cc2c(O)[nH]c(=O)[nH]c2=O)cc1
    -3 | 7
- Cn1c(N)c(C(=O)c2cc(-c3ccccc3)nc3ccccc23)c(=O)n(C)c1=O
    / | -11
- CCN1C(=O)/C(=C\N2CCN(c3ccc(F)cc3)CC2)SC1=S
    / | -11
- COC(=O)CCC(=O)Nc1ccccc1C(N)=O
    -13 | 8
- N/C(=N\OC(=O)C12CC3CC(CC(C3)C1)C2)c1cccnc1
    / | 2
- Cc1cccc(CN2CCN(C(=O)c3ccccc3F)CC2)c1
    7 | 15
- O/N=C(\c1ccc(Cl)cc1)c1ncc(C(F)(F)F)cc1Cl
    / | 10
- CSc1nnc(-c2ccccc2)o1
    -2 | -11
- CC1CCN(CCCNC(=O)c2ccc(CSCc3cccc(Cl)c3)o2)CC1
    / | 3
- c1ccc2c(c1)[nH]c1c(N3CCCC3)ncnc12
    -2 | 4
- Cc1cc(N2CCCCC2)n2nc(C)c(-c3ccccc3)c2n1
    -9 | -19
- Cc1nn(Cc2ccccc2)c(C)c1NC(=O)c1cc(-c2cccs2)on1
    -15 | -11
- Cc1nn(C(=O)c2cccs2)c(C)c1CN1C(=O)c2ccccc2C1=O
    64* | -6
- CC(=O)c1cc(C#N)c(SCC(=O)O)nc1C
    / | 12
- CCCCOc1ccc(-c2nnc(-c3ccncc3)o2)cc1
    -8 | -20
- COc1ccc(-c2nnc(NC(=O)c3ccc(S(=O)(=O)N4COCC4(C)C)cc3)o2)cc1
    32 | /
- COc1ccc(S(=O)(=O)N(CC(=O)NCC2CCCO2)c2ccccc2)cc1OC (stereo unspecified)
    -6 | 2
- CCn1c(SCC(=O)N/N=C/c2ccc(C)o2)nnc1-c1ccccc1
    / | 9
- Cc1cc(C2C(C#N)=C(N)SC(N)=C2C#N)c(C)s1
    45 | /
- O=C(NCCCN=C1NS(=O)(=O)c2ccccc21)c1ccncc1
    / | -16
- CS(=O)(=O)N(CC(=O)NCCSCc1cccc(Cl)c1)c1ccc2c(c1)OCO2
    -85 | -6

Next entries follow.
structure,RT RNaseH block,RmlC RmlD mix
O=C(C1CCCN1S(=O)(=O)c1ccc(Cl)c(Cl)c1)N1CCCCC1 (stereo unspecified),-16,-11
CCNc1nc(SCC(=O)OC)nc(N2CCOCC2)n1,-8,13
CCOc1ccc(OCCOc2ncnc3ccccc23)cc1,/,-30
Nc1cccnc1Sc1cc(Cl)c(Cl)cc1Cl,/,-14
CC1(C)C=Cc2cc(-c3coc4cc(O)cc(O)c4c3=O)cc(O)c2O1,/,4
Cn1nnnc1NCc1c(F)cccc1Cl,-5,-11
COc1ccc(S(=O)(=O)NCc2csc(C)n2)cc1,-10,-13
O=C(N/N=C/c1cn(-c2ccccc2)nc1-c1ccc(F)cc1)c1ccc2c(c1)OCO2,/,-6
Cc1ccc2cc3c(NC(=O)C4CCCO4)nn(CC(C)C)c3nc2c1 (stereo unspecified),/,-30
CC1=C(C(=O)NCc2ccccc2)C(c2ccc(C)o2)n2ncnc2N1 (stereo unspecified),1,6
COc1cc(CNC2CCCC2)cc(OC)c1,-8,-13
COc1cc(NC(=O)c2ccccc2Cl)c(OC)cc1NC(=O)CN1CCOCC1,-2,-8
COc1ccc(-c2ccc(=O)n(CC(=O)NCc3ccco3)n2)cc1,-20,11
COc1ccc2c(c1)c(=O)oc1cc(OCC(=O)N3CCCC(C)C3)ccc12 (stereo unspecified),-5,27
CC(=O)Nc1ccc(NC(=O)CCCCCN2C(=O)c3ccccc3C2=O)cc1,/,-1
COCc1cc(CN2CCN(C)CC2)c(O)c2ncccc12,/,-19
CCN1CC2=C(OC(N)=C(C#N)C2c2cccs2)/C(=C/c2cccs2)C1 (stereo unspecified),3,-8
O=c1[nH]c2ccccc2nc1N1CCOCC1,/,5
Cc1cc(C)n2nc(SCC(=O)N(C)Cc3ccccc3)nc2n1,1,-16
O=C(c1cc2sccc2n1Cc1ccccc1)N1CCc2ccccc21,-13,7
COc1cccc2c(=O)c3c(cnn3C)n(C)c12,-29,/
C#CCOCCOCCOCCNc1nc(N2CCN(C(=O)[C@H](CCCCN)n3cc(C(N)CO)nn3)CC2)nc(N2CCN(C(=O)[C@H](CCC(=O)O)n3cc(C(N)CC(C)C)nn3)CC2)n1 (stereo partly specified),/,20
CCN(CC)c1ccc(NC(=O)c2ccco2)cc1,16,-5
C=CCc1ccccc1OCC(=O)OCCNC(=O)c1cccnc1,/,-10
COc1ccc(Nc2ncnc3c2cnn3-c2cccc(C)c2)cc1OC,-8,10
CCCn1c(SCC(=O)NCC2CCCO2)nc2c1c(=O)n(C)c(=O)n2C (stereo unspecified),-72,-4
NC(=O)C1CCN(c2nc(C3CC3)nc3c2nnn3Cc2ccccc2Cl)CC1,35,-10
CC1CN(C(=O)c2scc3c2OCCO3)CC(C)O1 (stereo unspecified),-6,-7
O=C1/C(=C\c2ccco2)SC(=S)N1Cc1ccccc1,/,-4
Cc1nc2sc(C(c3ccccc3)N3CCOCC3)c(O)n2n1 (stereo unspecified),-11,4

Single records, as listed above. Order of values: RT RNaseH block | RmlC RmlD mix
NC(=O)C1CCN(c2nc(C3CC3)nc3c2nnn3Cc2ccccc2Cl)CC1 is listed with 35 | -10
Cc1nc2sc(C(c3ccccc3)N3CCOCC3)c(O)n2n1 (stereo unspecified) is listed with -11 | 4
COc1ccc(Nc2ncnc3c2cnn3-c2cccc(C)c2)cc1OC is listed with -8 | 10
O=C1/C(=C\c2ccco2)SC(=S)N1Cc1ccccc1 is listed with / | -4

Carrying on:
structure,RT RNaseH block,RmlC RmlD mix
CCOC(=O)c1c(NC(=O)c2cccc(N3C(=O)CCC3=O)c2)sc(C)c1C,/,-19
Cc1nc(N2CCN(Cc3ccccc3)CC2)c(C#N)c2c1COC(C)(C)C2,0,-11
Cc1ccccc1C(=O)Nc1ccccc1C(=O)NCc1ccccc1,/,?
COc1ccc(CCn2c(N3CCN(Cc4ccccc4)CC3)nc3c2c(=O)[nH]c(=O)n3C)cc1,-1,20
COC(=O)c1ccc(NC(=O)C23CC4CC(C2)CC(n2cncn2)(C4)C3)cc1,/,-8
Cc1ccc(S(=O)(=O)N2CCN(C(=O)c3cc4c(C)nn(-c5ccccc5)c4s3)CC2)cc1,/,4
O=C(c1ccc(N2C(=O)C3CC=C(Cl)CC3C2=O)cc1)N1CCCCC1 (stereo unspecified),2,-6
Cc1nn(CC(=O)Nc2ccc(Cl)cn2)c(C)c1[N+](=O)[O-],/,-9

This is a subset; count on the stated rates, not on these rows.
